Assay outcomes from PubChem.
ASAP1 inh: blocks human ASAP1-stimulated Arf1 GTP hydrolysis; Q9ULH1; GDP FP detection; inhibition, % at 16.5 µM; actives 0.19% (n = 360,000); AID 624377; in the data active = inhibition above about 25%;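 note: 0% = vehicle with enzyme and substrate and 100% = no enzyme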
DDE Tn6 FP inh: DD(E)-Tn6 binding inhibition, primary FP screen. inhibition, % at 8.3 µM. Fibrin DD(E) TRITC-Tn6 fluorescence polarization displacement. actives 0.21% (n = 370,000). AID 720509;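 active = inhibition above a per-campaign cutoff: mean of compounds within control limits plus 3 SD, cut at about 15% in these data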;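 note: 0% = median of all compound wells on the plate and 100% = blocking peptide control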
Target sequence (P02675 whole entry, looked up): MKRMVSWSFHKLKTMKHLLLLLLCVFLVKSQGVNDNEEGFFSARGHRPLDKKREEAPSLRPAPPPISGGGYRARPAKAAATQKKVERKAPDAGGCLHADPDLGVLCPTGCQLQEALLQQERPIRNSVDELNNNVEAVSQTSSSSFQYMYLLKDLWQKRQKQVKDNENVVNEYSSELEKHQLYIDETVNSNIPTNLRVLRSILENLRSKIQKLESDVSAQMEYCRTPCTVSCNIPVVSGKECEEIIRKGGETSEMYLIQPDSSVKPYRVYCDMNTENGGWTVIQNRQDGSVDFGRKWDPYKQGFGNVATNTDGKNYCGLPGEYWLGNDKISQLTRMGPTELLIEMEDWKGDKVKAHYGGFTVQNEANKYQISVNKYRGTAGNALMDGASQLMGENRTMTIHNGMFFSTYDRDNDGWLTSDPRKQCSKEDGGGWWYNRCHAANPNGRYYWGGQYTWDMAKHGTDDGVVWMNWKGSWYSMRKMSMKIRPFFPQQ
LEDGF integ inh: blocks HIV-1 LEDGF/p75-dependent DNA integration; TR-FRET IN-LEDGF/p75 DNA integration, Eu/Cy5; inhibition, % at 3.7 µM; AID 743269; actives 0.64% (n = 370,000);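 active = inhibition above the screen-wide mean plus 3 SD, cut at about 13% in these data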;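 note: signal is the Cy5 over europium emission ratio at 671 and 618 nm; 0% = plate median of compound wells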
ADAM17 inh: inhibitors of human ADAM17 | P78536 | recombinant ADAM17, EDANS/DABCYL FRET peptide cleavage | inhibition, % at 6.95 µM | actives 0.83% (n = 370,000) | AID 720648;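 active = inhibition above the mean of compounds lying between control limits plus 3 SD, set per campaign, cut at about 8.5% in these data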;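 note: 0% = DMSO-only wells as the low control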
TDP2 absorb: TDP2 (human) inhibition, absorbance primary screen | O95551 | recombinant TDP2, T5PNP hydrolysis, p-nitrophenol absorbance 415 nm | inhibition, % at 12.8 µM | actives 0.34% (n = 370,000);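 active = inhibition above the mean of all tested compounds plus 3 SD, set per campaign, cut at about 25% in these data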;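 note: 0% = DMSO with enzyme and 100% = buffer with substrate but no TDP2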
Target sequence (O95551 whole entry, looked up): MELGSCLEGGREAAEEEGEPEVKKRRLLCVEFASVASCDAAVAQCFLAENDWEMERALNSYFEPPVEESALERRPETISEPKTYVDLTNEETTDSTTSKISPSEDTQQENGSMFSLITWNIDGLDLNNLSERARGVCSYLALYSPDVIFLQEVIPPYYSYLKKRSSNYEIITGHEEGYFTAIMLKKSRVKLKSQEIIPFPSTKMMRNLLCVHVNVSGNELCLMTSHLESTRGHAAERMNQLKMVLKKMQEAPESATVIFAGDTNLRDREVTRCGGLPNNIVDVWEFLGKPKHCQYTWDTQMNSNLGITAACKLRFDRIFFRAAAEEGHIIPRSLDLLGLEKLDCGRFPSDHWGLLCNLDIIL
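Incubation: 2 h at 37 °C; Test system: recombinant human TDP2; Quantity: enzyme 120 nM; Read-out basis: percent inhibition; Medium: 50 mM Tris-HCl pH 7.5 with Mg2+, KCl, DTT, BSA; Repeats: single replicate; Compound: 12.8 µM single point, 1% DMSO; Signal: epi absorbance; Reagent: 5 mM T5PNP chromogenic substrate; Benchmarks: no-enzyme high, DMSO-plus-enzyme low.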
PLC-gamma1 inh: PLC-gamma1 (human) inhibition, primary screen | purified PLC-gamma1, fluorogenic substrate, fluorescence | inhibition, % at 12.2 µM | actives 0.84% (n = 370,000); in the data active = inhibition above about 9.5%
proKLK7 act: activators of human kallikrein-7 zymogen; P49862; purified proKLK7, EDANS-DABCYL substrate fluorescence; 100% is mature enzyme control, 0% vehicle; activation, % at 7 µM; actives 0.9% (n = 370,000); AID 652039;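 active = activation above the mean of all tested compounds plus 3 SD, computed per campaign excluding outliers beyond control limits, cut at about 13% in these data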
DDE Tn7 FP inh: DD(E)-Tn7 binding inhibition, primary FP screen; P02675; FP displacement of FITC-Tn7 peptide from fibrin DD(E); 0% = median of compound wells per plate; inhibition, % at 8.3 µM; actives 0.13% (n = 370,000); AID 720508;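 active = inhibition above the mean of compounds falling within the control limits plus 3 SD of them, cut at about 14% in these data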;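 note: 0% = plate median of compound wells and 100% = 10 µM Aha-Tn7 peptide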
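Also added: labelled Tn7 tracer, 0.1 µM; Assay system: human fibrin DD(E) protein; Amount: 2 µM fibrin DD(E); Schedule: 10 min compound pre-incubation, 3 h probe incubation at room temperature; Repeats: one replicate per compound; Read-out basis: percent inhibition; Measured by: fluorescence polarization of the labelled Tn7 tracer.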
ADAM10 inh: inhibitors of human ADAM10. actives 0.62% (n = 370,000). inhibition, % at 7 µM. recombinant ADAM10, EDANS/DABCYL FRET peptide cleavage, 3 h;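 active = inhibition above a per-campaign cutoff equal to the mean of compounds falling between control-based bounds plus 3 SD, cut at about 20% in these data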;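 note: 0% = DMSO wells while the 100% control is not disclosed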
ARFGAP1 inhibitor: rat ARFGAP1 inhibition; Q62848; Arfgap1-stimulated ARF1 GTP hydrolysis, GDP FP detection; inhibition, % at 16.5 µM; actives 0.26% (n = 360,000); AID 651572;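 active = inhibition above a per-plate limit, mean inhibition of low control wells plus 3 SD, cut at about 25% in these data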;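 note: 0% = DMSO wells with enzyme and 100% = wells lacking Arfgap1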
Target sequence (Q62848 1-136 limits assumed): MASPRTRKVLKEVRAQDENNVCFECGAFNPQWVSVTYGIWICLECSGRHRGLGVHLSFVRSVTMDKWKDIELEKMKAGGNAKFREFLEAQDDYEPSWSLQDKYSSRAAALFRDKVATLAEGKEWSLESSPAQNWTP
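Assay system: Rat Arfgap1 GAP domain (His6, aa 1-136), purified enzyme | Buffer or medium: HEPES 25 mM pH 7.5, NaCl 150 mM, MgCl2, DTT | Schedule: GTP hydrolysis reaction 2 h at 25 °C | Signal: FP of antibody-bound GDP Alexa 633 tracer, ex 620/em 688 nm | Measure: Percent inhibition of Arfgap1-stimulated GTP hydrolysis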
The depositor's hits bear a star; i = inactive; . = not tested or not shown.

SMILES	ASAP1 inh	DDE Tn6 FP inh	LEDGF integ inh	ADAM17 inh	TDP2 absorb	PLC-gamma1 inh	proKLK7 act	DDE Tn7 FP inh	ADAM10 inh	ARFGAP1 inhibitor
C=CCn1c(CCNC(=O)c2cccs2)n[nH]c1=S	-14	7	0	-5	11	1	0.1	1	-4	-9
Cc1cnc(C(=O)NCCc2ccc(Cl)cc2)cn1	-2	-1	3	-5	12	-4	-0.2	2	-4	-3
COc1ccc(-c2cc(C(F)(F)F)nc(NCc3cccs3)n2)cc1	-16	3	2	-12	5	-19	-1.8	5	-37	3
O=C(NCc1ccncc1)Nc1ccc(Cc2ccc(NC(=O)NCc3ccncc3)cc2)cc1	-2	-5	1	1	-10	7	0.9	-2	-1	27*
CN(C)CCCN(C(=O)c1ccc(C(=O)c2ccccc2)cc1)c1nc2cc3c(cc2s1)OCCO3	10	-2	1	-3	1	1	0.1	3	-8	6
CC(=O)Nc1cccc(Oc2cc(C#N)c(C#N)cc2N2CCCCCC2)c1	-3	-2	-1	4	-7	-166	-3.2	1	-3	3
COc1ccccc1CCC(=O)Nc1ccc2c(c1)c(=O)n(C)n2C	-6	1	1	i	-13	-348	27*	2	i	-7
NC(=S)N/N=C1\CCOc2ccc(F)cc21	9	-3	0	-1	9	5	0.0	0	-5	-2
CCOC(=O)c1cc(S(=O)(=O)N2CCN(C3CCCCC3)CC2)cn1C	0	4	0	-2	0	-1	-0.1	-2	1	0
COCc1nnc(NC(=O)CCSc2ccccc2)s1	1	3	-1	-9	8	-2	0.8	5	0	5
Cc1cc(NC(=O)CCCC(=O)OCC(F)(F)C(F)F)cc(C)c1C(=O)O	8	-12	-2	-9	7	1	0.3	3	6	11
CCC(=NCCc1ccc(OC)c(OC)c1)c1ccccc1O	5	3	4	-5	14	-2	0.2	1	-1	0
CCOc1ccc2nc(N=NC3=C(O)CC(C)(C)CC3=O)sc2c1	-7	-5	3	-3	8	-2	-0.1	8	-7	-5
CCCCC12CN3CCN(CC(C3)/C1=N\NC(=O)Nc1ccccc1)C2	1	-1	1	-4	6	-1	0.3	-3	-5	-2
Cc1c(NC(=O)c2ccccc2N(C)S(=O)(=O)c2ccccc2)c(=O)n(-c2ccccc2)n1C	6	3	-2	-4	-3	1	0.8	0	6	-1

Laid out differently: entries from further up
Each structure is followed by: ASAP1 inh	DDE Tn6 FP inh	LEDGF integ inh	ADAM17 inh	TDP2 absorb	PLC-gamma1 inh	proKLK7 act	DDE Tn7 FP inh	ADAM10 inh	ARFGAP1 inhibitor
> CC(=O)Nc1cccc(Oc2cc(C#N)c(C#N)cc2N2CCCCCC2)c1
    -3	-2	-1	4	-7	-166	-3.2	1	-3	3
> COc1ccccc1CCC(=O)Nc1ccc2c(c1)c(=O)n(C)n2C
    -6	1	1	i	-13	-348	27*	2	i	-7
> NC(=S)N/N=C1\CCOc2ccc(F)cc21
    9	-3	0	-1	9	5	0.0	0	-5	-2
> CCOC(=O)c1cc(S(=O)(=O)N2CCN(C3CCCCC3)CC2)cn1C
    0	4	0	-2	0	-1	-0.1	-2	1	0
> COCc1nnc(NC(=O)CCSc2ccccc2)s1
    1	3	-1	-9	8	-2	0.8	5	0	5

(next part)
SMILES	ASAP1 inh	DDE Tn6 FP inh	LEDGF integ inh	ADAM17 inh	TDP2 absorb	PLC-gamma1 inh	proKLK7 act	DDE Tn7 FP inh	ADAM10 inh	ARFGAP1 inhibitor
COc1ccc(NC(=O)C2(C)CCCN(C(C)C)C2)cc1OC (stereo not drawn)	-4	-1	1	-7	-1	4	0.0	-6	-22	-4
Cc1cc(NCCCO)n2c(nc3ccccc32)c1C#N	1	2	-2	-203	-2	-231	15*	-7	i	3
COc1ccc(-c2cnn(-c3ccccc3)c2N)cc1OC	8	-7	-2	-4	9	0	-0.1	2	-6	7
Cc1onc(-c2c(F)cccc2Cl)c1C(=O)NCCc1ccncc1	-3	-8	0	1	-7	-1	0.3	-4	-10	4
O=c1c2cnn(-c3ccc(F)cc3)c2ncn1Cc1ccccn1	-5	-6	1	2	9	2	-0.1	-7	1	5
O=C(NCC(=O)N(CCN1CCOCC1)C(C(=O)NC1CCCC1)c1cccnc1)c1cccs1 (stereo not drawn)	-4	8	0	0	6	0	-0.2	-5	-7	1
N#CC[C@H](c1ccccc1)N1CCN(Cc2ccccc2)CCC1=O	-10	-2	0	1	9	-1	0.1	7	10	1
COc1ccc(/C=C(\NC(=O)c2ccccc2)C(=O)OCC2CCCN3CCCCC23)cc1OC (stereo not drawn)	-3	3	5	0	-2	-1	-0.1	-3	-4	-10
O=C(NC1CCCCC1)c1noc2c1CCCCC2	-1	-1	-4	-5	3	-2	-0.6	1	-4	5
CCN1C(=O)CC(C(=O)Nc2ccc(F)cc2)SC1=Nc1cccc(OC)c1 (stereo not drawn)	10	7	-1	8	-9	2	0.6	1	13	0
CC1CCc2nn(CC(=O)N3CCc4ccccc43)cc2C1 (stereo not drawn)	-20	-2	2	-1	-1	3	-0.5	2	-1	1
Cn1c(SCC(=O)NCCc2ccccc2)nnc1-c1ccco1	4	-7	0	0	0	1	0.1	-1	2	1
Cc1cc(OCC(=O)Nc2cc(C(C)(C)C)on2)ccc1[N+](=O)[O-]	-5	-9	3	4	-7	-1	-0.2	6	5	1
Cc1nnc(NC(=O)Cc2ccc(OCc3c(C)noc3C)cc2)s1	-9	11	-3	0	15	0	-0.8	5	4	6
CCN1C(c2ccccc2)C(C)C(=O)C(C)C1c1ccccc1 (stereo not drawn)	1	2	1	-4	4	-2	0.0	7	-12	5
O=C(NCCC1=CCCCC1)c1[nH]c(C(F)(F)F)nc1-c1ccccc1	-4	-3	2	0	6	6	1.1	-1	4	-6
CC(C)NC(=O)C(=O)Nc1ccc2c(c1)N(S(=O)(=O)c1cccs1)CCC2	-1	5	2	-1	3	-2	0.3	4	4	11
CCOc1ccc(N(CC(=O)NCc2ccccc2Cl)S(=O)(=O)c2c(C)noc2C)cc1	-8	-4	-1	1	-6	3	0.6	4	-1	6
Cc1[nH]c(C)c(S(=O)(=O)NCc2ccc(F)cc2)c1C(=O)N1CCCCC1	4	-3	-1	-3	0	2	-0.6	-14	4	1
CCN(CC(=O)Nc1ccc(NC(C)=O)cc1)C(=O)/C=C/c1cn(-c2ccccc2)nc1-c1ccc(C)cc1	-6	-7	2	0	-2	-2	0.1	-3	4	13
COc1ccc(/C=C2\CC3(OC(=O)c4cccc(F)c4)CCCN2C3)cc1 (stereo not drawn)	.	-1	-2	-1	-4	-2	0.4	-1	0	.
CC(C)Oc1ccc(C(=O)NCc2cccs2)cc1	9	-1	1	2	3	3	-0.1	1	7	-5
COc1ccc(-n2c(C)cc(C(=O)COC(=O)Cc3n[nH]c(=O)c4ccccc34)c2C)cc1	-1	-7	4	3	-2	-1	-0.1	-5	6	0
CC1=NN(c2ccc(C)cc2)C(=O)/C1=C\c1ccc(Br)s1	-9	-5	0	0	16	6	0.4	2	10	-6
CN1CCCN(Cc2cccc3ccccc23)CC1	0	-12	5	0	4	0	0.7	-1	5	7
CN(CC(=O)Nc1ccc(F)cc1)C(=O)CSc1nnc(Cc2ccccc2)o1	-6	-2	-2	-4	-15	5	-0.8	1	-1	-4
COc1ccc(C2=Nn3c(nnc3-c3ccncc3)SC2)cc1OC	-3	19*	2	0	-2	-4	0.1	-4	-3	4
CCC(C)Nc1c2c(nc3c(-c4ccccc4)c(C)nn13)CCC2 (stereo not drawn)	-2	-3	-3	-1	-5	-44	-1.3	-7	-25	-5
Cc1nc(NCC2CCCO2)c2oc3ccccc3c2n1 (stereo not drawn)	13	-5	2	-3	1	2	0.6	-1	-5	-1
Cc1c(N)cc(N)cc1C(=O)O	-7	-1	74*	-9	31*	-42	3.2	6	-22	-9
O=C(Cn1ncc2c([nH]c3ccccc32)c1=O)NCCc1ccccc1	11	-1	4	-1	7	4	0.5	3	-3	14
Cc1ccc(C(=O)c2ccc([N+](=O)[O-])cc2)c(C)c1	-9	-4	4	-3	2	-2	-0.2	1	-6	4
CN(C)S(=O)(=O)c1cc(NC(=O)CNCCN2CCOCC2)ccc1Cl	-14	-4	2	-3	12	1	0.1	-13	-1	6
CCn1cc(C(=O)NCCC(=O)NC(C)C)c(=O)c2cc3c(cc21)OCO3	6	10	-1	-13	0	-6	0.3	7	-13	1
Cn1c(=O)[nH]c(=O)c2c1nc(Br)n2CC(O)COc1ccc(Cl)cc1 (stereo not drawn)	-15	2	9	5	-9	2	-0.5	-1	0	-4
CCOc1ccccc1OCC(=O)Nc1ccc(S(=O)(=O)Nc2ncccn2)cc1	-3	-12	-1	-3	-24	4	0.0	-1	2	8
O=C(O)C(=Cc1cccc([N+](=O)[O-])c1)c1ccccc1	-11	8	-1	-5	0	-2	-0.2	2	-20	3
CSc1ccc(CNCCCSc2ncccn2)cc1	-17	5	-8	0	9	1	-0.6	2	0	-7
CC(C)NC(=O)CN1CCC(O)(c2ccccc2)CC1	7	-7	-2	-1	-2	-1	0.6	-4	4	0
CCCCOC(=O)Nc1nnc(SCCOc2ccc(C)cc2)s1	-1	4	-1	2	-9	3	-0.3	4	-4	5
O=C(CN1C(=O)c2ccccc2S1(=O)=O)Nc1ccc([N+](=O)[O-])cc1	-11	-6	-1	-3	3	2	0.1	-6	-3	7
CC(C)Oc1cccc(-c2n[nH]c(=S)n2N=Cc2cccc([N+](=O)[O-])c2)c1	.	0	6	0	4	2	0.3	0	-2	.
O=C(c1ccc(Cl)c(S(=O)(=O)N2CCCCCC2)c1)N1CCCC(C(F)(F)F)C1 (stereo not drawn)	4	2	0	-2	1	0	-0.1	-5	1	-1
CC(C)c1ccc(/C=C/C(=O)NCCCN2CCOCC2)cc1	5	-9	-2	2	2	1	-0.2	-5	-1	-6
COc1ccc(-c2nnn3c2Cn2c4ccccc4c(=O)n2[C@@H](C(C)C)C3)cc1	.	-3	-5	-35	1	-6	0.7	3	-139	.
CCc1ccc(-c2cc3c(=O)n(CC(=O)N4CCCC4)nc(C)n3n2)cc1	3	11	-1	-3	17	0	-0.5	-1	0	0
Cn1cnnc1SCC(=O)Nc1sc2c(c1C(N)=O)CCC2	-4	-8	6	-9	6	-38	0.1	-2	-25	-8

Hits appear at their usual frequency; 4.2% or so of the library scored in one or more.
